# Source: PubChem
# SNCA expr inhib = inhibitors of alpha-synuclein (SNCA) gene expression; HEK-293 SNCA-luciferase knock-in, luminescence, 24 h; Potency, µM (top dose mostly 57.2 µM), for inactives: at the top dose activity change, negative = inhibition, actives largely listed as inhibitors; actives 0.17% (n = 140,000); AID 1671194;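 note: potency is the fitted concentration of half-maximal effect; plate controls were DMSO cells for no effect and cell-free wells for full effect; nearly all actives have a fitted effect of over 45% in size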
# GPT2 inh = blocks human glutamate pyruvate transaminase 2 | Recombinant GPT2, coupled pyruvate oxidase/HRP Amplex Red fluorescence | Potency, µM (titrated, usually from 57.7 µM), without a hit: at the top dose activity change, negative = inhibition, usual class: inhibitors | actives 0.25% (n = 100,000) | AID 1671188; note: potency is the fitted concentration of half-maximal effect; nearly all actives have a fitted effect of over 60% in size; many of its hits are not listed in these tables
# Target sequence (Q8TD30 whole entry, looked up): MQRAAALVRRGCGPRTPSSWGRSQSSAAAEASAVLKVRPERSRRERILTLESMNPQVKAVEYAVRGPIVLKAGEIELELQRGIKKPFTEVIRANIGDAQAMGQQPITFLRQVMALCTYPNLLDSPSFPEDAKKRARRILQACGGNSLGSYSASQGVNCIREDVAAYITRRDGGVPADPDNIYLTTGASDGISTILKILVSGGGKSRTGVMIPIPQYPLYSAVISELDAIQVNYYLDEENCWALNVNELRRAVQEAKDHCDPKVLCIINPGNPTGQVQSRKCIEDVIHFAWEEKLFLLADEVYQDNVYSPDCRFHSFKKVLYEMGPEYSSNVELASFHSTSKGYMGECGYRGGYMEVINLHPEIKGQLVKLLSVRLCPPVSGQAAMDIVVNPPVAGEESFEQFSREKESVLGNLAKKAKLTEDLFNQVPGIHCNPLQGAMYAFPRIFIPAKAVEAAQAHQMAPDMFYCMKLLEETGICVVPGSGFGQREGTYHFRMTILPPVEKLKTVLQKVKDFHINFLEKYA
#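 Recombinant GPT2 (10ng/uL) with 250uM a-KG and 2mM L-alanine, 30 min at room temperature, in HEPES pH 7.5 buffer. Pyruvate detected by pyruvate oxidase/HRP/Amplex Red fluorescence after 30 min in the dark; AOA (50uM) as positive control.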
# IP6K1 inhibitor = blocks human inositol hexakisphosphate kinase 1; AID 1645851; IP6K1 kinase, ADP-Glo luminescence, 2 h; active compounds read low; activity change, % (series mostly up to about 58 µM); Q92551; actives 0.81% (n = 140,000); in the data active = activity change below about -25%
#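 ADP-Glo luminescence measures ADP made by human IP6K1 during a 2 h RT reaction with ATP/IP6 (mix at 1.3 mM/130 uM); top library doses 57.5 and 19.1 uM final.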
# NIH3T3 tox = kills NIH 3T3 cells | NIH 3T3 viability, CellTiter-Glo ATP luminescence, 48-72 h | Potency, µM (highest dose often 96.7 µM), for the others: at the highest dose activity change, negative = cytotoxicity, usual class: inhibitors | actives 4.3% (n = 94,000); note: potency is the fitted concentration of half-maximal effect; nearly all actives have a fitted effect of over 55% in size
#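 Cytotoxicity is measured as loss of cellular ATP: NIH 3T3 cells (400/well) are exposed to compound for 48 or 72 hr at 37 °C, then CellTiter-Glo luminescence is imaged after 10 min at room temperature.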
# SNCA viab count = counter-screen for SNCA expression inhibitors: cell viability; Potency, µM (highest dose often 57.1 µM), for inactives: at the highest dose activity change, negative = cytotoxicity, hits mostly cytotoxic; AID 1671193; HEK-293-SNCA-luc viability, GF-AFC fluorescence, 24 h; actives 0.12% (n = 150,000);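 note: potency is the fitted concentration of half-maximal effect; 0% = DMSO-treated cells and -100% = medium-only wells without cells; nearly all actives have a fitted effect of over 30% in size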
#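 Cytotoxicity counterscreen: after 24 h compound treatment of genome-edited SNCA-luciferase HEK-293 cells, live-cell protease substrate GF-AFC read by fluorescence after 30 min; activity scaled between DMSO (0%) and medium-only (-100%), curves Hill-fitted.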
# HEK293 tox = cytotoxic compounds in HEK 293 cells; HEK 293 viability, ATP luminescence (CellTiter-Glo), 48-72 h; Potency, µM (titrated, usually from 115 µM), without a hit: at the highest dose activity change, negative = cytotoxicity, most hits filed as inhibitors; actives 6.6% (n = 94,000); AID 1345083; note: potency is the fitted concentration of half-maximal effect; nearly all actives have a fitted effect of over 60% in size
#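 250 HEK 293 cells/well; compound by pintool; incubated 48 or 72 hr at 37 degree Celsius; CellTiter-Glo added, 10 min RT, luminescence imaged.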
# FLuc inh = inhibitors of firefly (Photinus pyralis) luciferase; AID 1347043; purified P. pyralis luciferase, luminescence, biochemical; actives 2.5% (n = 76,000); P08659; Potency, µM (top dose mostly 115 µM), without a hit: at the top dose activity change, negative = inhibition, actives largely listed as inhibitors; note: potency is the fitted concentration of half-maximal effect; nearly all actives have a fitted effect of over 65% in size
# Target sequence (P08659 whole entry, looked up): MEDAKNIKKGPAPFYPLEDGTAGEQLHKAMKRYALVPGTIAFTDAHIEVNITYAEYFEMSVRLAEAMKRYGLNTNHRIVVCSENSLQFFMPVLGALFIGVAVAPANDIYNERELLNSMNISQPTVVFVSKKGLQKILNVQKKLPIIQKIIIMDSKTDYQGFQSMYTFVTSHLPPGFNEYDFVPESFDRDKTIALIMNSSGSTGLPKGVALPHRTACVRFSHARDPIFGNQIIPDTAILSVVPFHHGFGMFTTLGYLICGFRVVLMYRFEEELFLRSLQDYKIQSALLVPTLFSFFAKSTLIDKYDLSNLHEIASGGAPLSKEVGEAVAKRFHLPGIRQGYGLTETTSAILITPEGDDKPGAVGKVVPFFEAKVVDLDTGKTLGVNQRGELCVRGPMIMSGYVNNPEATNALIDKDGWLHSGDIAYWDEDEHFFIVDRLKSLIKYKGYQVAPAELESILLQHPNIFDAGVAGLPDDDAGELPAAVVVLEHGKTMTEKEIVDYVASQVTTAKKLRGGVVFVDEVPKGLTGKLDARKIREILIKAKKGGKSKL
#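 Purified P. pyralis luciferase (10nM final) in 50mM Tris acetate pH 7.5, 10mM Mg acetate, 0.01% Tween-20, 0.05% BSA with 10uM D-luciferin and 10uM ATP. Compounds titrated qHTS. Luminescence imaged on CCD.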
# * marks the source's active call; other numbers are inactive results; i = inactive; ? = inconclusive; nt = not tested or not shown; & = joins results of further samples; [ ] = another dose, or the depositor's remark. Unless noted, calls come from the whole dose curve; as a rule, active = well fitted curve in the direction sought with a large enough effect; inconclusive = small, poorly fitted or top-dose-only effect, or another doubt; inactive = no such curve, though single readings can be large; an effect the other way counts as inactive or inconclusive. Unless noted, % is set by controls: 0 for no effect and ±100 for the full control effect. This is a subset (hit frequency here may not be typical).
# The line under a structure holds: SNCA expr inhib, GPT2 inh, IP6K1 inhibitor, NIH3T3 tox, SNCA viab count, HEK293 tox, FLuc inh
CN(C)C1CCN(c2ccc(-c3nc(CCCc4ccccc4)no3)cn2)CC1
→ 90%[activator], -7%, 4, 35µM*, ?, 28µM*, 5.6µM*
COc1ccc(-c2nn(-c3ccc(F)cc3)c(OC(C)=O)c2-c2ccc(NC(C)=O)cc2)cc1OC
→ 19%, ?, 29, ?, -12%, ?, -12%
CCOc1ccccc1C(=O)Oc1c(Sc2ccccc2)c(C)nn1C(C)(C)C
→ 8%, nt, -14, nt, -2%, nt, nt
COc1cc(NC(=O)CCS(=O)(=O)c2ccc3c(c2)n(C)c(=O)c(=O)n3C)cc(OC)c1
→ 15%, nt, 19, nt, -10%, nt, nt
CC12CCC3c4ccc(OC5OC(C(=O)O)C(O)C(O)C5O)cc4CCC3C1CCC2O (stereo not given)
→ nt, 2%, -8, nt, 11%, nt, nt
CCOC(=O)c1c(NC(=O)c2cc3ccccc3c(=O)o2)sc2c1CCCC2
→ 25%, nt, -6, nt, -8%, nt, nt
CCc1ccc(N2CC(c3noc(-c4ccc5ncccc5c4)n3)CC2=O)cc1 (stereo not given)
→ -22%, 3%, 13, ?, 2%, ?, -20%
O=C(c1ccc[nH]1)N1CCC2(CC1)N=C(c1ccc(Cl)cc1)NO2
→ 1%, i, -13, ?, -20%, ?, 6%
COc1cc(F)cc(-c2ncc3c(n2)OCCN(Cc2ccc(F)cc2F)C3=O)c1
→ 67%[activator][87.6 µM], -3%[88.5 µM], -10, ?, -1%[87.6 µM], ?, -27%[172 µM]
COc1ccc(N2CC(c3noc(-c4cccc(C)c4)n3)CC2=O)cc1 (stereo not given)
→ -20%, ?, -1, ?, 11%, ?, -8%
Cc1ccc(CCNC(=O)c2cc3c(-c4ccccc4F)nn(C)c3s2)cc1
→ 1%, nt, -16, nt, -9%, nt, nt
NCCn1cc(C(=O)NCC(O)CN2CCCCCC2)nn1 (stereo not given)
→ -22%, i, -4, i, 3%, i, 4%
CCOc1cc2[nH]c(=O)n(CCCC(=O)NCc3ccc(OC)cc3)c(=O)c2cc1OCC
→ 7%, nt, 4, nt, 7%, nt, nt
CC(=O)N1CC(CO)C2(CCN(C3CCOCC3)CC2)C1 (stereo not given)
→ 2%, i, 29, -19%, 9%, -7%, 1%
COc1cccc(C(=O)N2CCN(c3ccc4nnc(C5CC5)n4n3)CC2)c1
→ nt, nt, 16, -25%, nt, -9%, nt
Cc1ccc(-n2ncc(C(=O)NCc3ccccn3)c2C2CCN(C(=O)OC(C)(C)C)CC2)c(C)c1
→ 26%, nt, -21, nt, 4%, nt, nt
Cc1noc(C)c1[S+](=O)([O-])NC1CCN(C(=O)c2ccc(-c3ncccc3C#N)cc2)CC1
→ 41%[activator], i, -2, ?, 13%[12.5 µM], 5%, nt
CCOc1ccc(C2=C(C(=O)CC)Sc3nncn3N2C(=O)CC)cc1
→ ?, nt, 1, nt, -22%, nt, nt
COc1ccc(CNC(=O)N2CCCC(Cc3nncn3Cc3ccccc3)C2)cc1 (stereo not given)
→ -15%, i, 0, -21%, 6%, 2%, 3%
COc1ccc(-c2[nH]nc3ncc(-c4ccc([S+](C)(=O)[O-])cc4)nc23)cc1F
→ -61%[87.6 µM], -9%[88.5 µM], 19, ?, ?, ?, 0%[172 µM]
C=C1CCC2C(C)(C)CCC[C@]2(C)[C@H]1C/C=C(\CO)C(=O)C(=O)O (stereo not given in full)
→ nt, ?, -6, nt, -8%, nt, nt
Cc1ccc(C(=O)N2CCn3c(nnc3[C@@H]3C[C@@H](O)CN3C(C)C)C2)cn1
→ 0%, -1%, -1, 0%, -7%[12.5 µM], -11%, -7%
CCC1CN(C(=O)N2CCC(C(=O)NCCCc3ccccc3)CC2)c2ccccc2O1 (stereo not given)
→ 3%, nt, 31, nt, -8%, nt, nt
COc1ccc(C)cc1-n1nnc(S(=O)(=O)c2ccc(C)cc2)c1C
→ -8%, nt, -2, nt, 9%, nt, nt
O=C(CNC(=O)c1cnccn1)NC1CCCc2c1[nH]c1ccccc21 (stereo not given)
→ 12%, i, -2, -10%, 0%, 1%, 7%
O=C([C@H]1C[C@H](Oc2cccnc2)CN1S(=O)(=O)c1ccccc1)N1CCOCC1
→ -4%, i, 18, 3%, -2%, i, 0%
C[S+](=O)([O-])N1CC2(Cc3ccccc31)CN(C(=O)Cc1cccc(Cl)c1)C2
→ -24%, i, 0, ?, 0%, ?, 3%
O=S(=O)(c1cnc[nH]1)N1CCC(c2nc(CCOCC3CC3)no2)C1 (stereo not given)
→ ?, i, 6, -11%, 1%[12.5 µM], -5%, -14%
C[C@]12C=CC(=O)C=C1CC[C@@H]1[C@@H]2C(=O)C[C@@]2(C)[C@H]1CC[C@]2(O)C(=O)CO
→ 10%&-1%[25.6 µM], i, 5, nt, 3%&4%[23.9 µM], nt, nt
OC1(CN2CCCCC2)CCN(Cc2cnc(-c3ccccn3)nc2)C1 (stereo not given)
→ 5%, 0%, 14, 2%, 3%, ?, 0%
O=C(NCc1ccccc1)c1cn(C2CN(C(=O)Cc3ccccc3)C2)nn1
→ -12%, i, 4, -6%, 12%, -7%, nt
CC(=O)Nc1ccc(CC(=O)N2CCC3(CCC(=O)N(Cc4ccccc4)CC3)CC2)cc1
→ -24%, i, 2, ?, -10%, 8%, 6%
O=C1CO[C@H]2CCN(Cc3ccccc3F)CC[C@@H]2N1Cc1ccccc1
→ -5%[87.6 µM], -6%[88.5 µM], -13, -29%[138 µM], -10%[87.6 µM], ?, -3%[172 µM]
COc1ccc(S(=O)(=O)n2nc(C)c(S(=O)(=O)N3CCCCCC3)c2C)cc1C
→ 12%, nt, -20, nt, -4%, nt, nt
Cc1cccc(C(=O)N2CCC3(CC2)CC(c2ccccc2)CN(C)C3)n1 (stereo not given)
→ -16%, ?, -36*, ?, -3%, ?, 2%
O=S(=O)(Cc1ccccc1)NC[C@H]1COCc2nc3cccnc3n21
→ -17%[87.6 µM], i, -13, ?, -25%[87.6 µM], ?, 7%[172 µM]
CCCCN1C(=O)[C@@H]2C[C@@H](O)CN2C2(CN(CC(C)C)C2)C1=O
→ -9%[87.6 µM], 3%[88.5 µM], -2, -2%[174 µM], 3%[87.6 µM], -2%[172 µM], -1%[172 µM]
Cc1ccc(CNC(=O)c2c(O)nc3cc(C)ccn3c2=O)cc1
→ -11%, nt, -12, nt, 7%, nt, nt
CNC(=O)[C@@H]1C[C@@H](O)CN1C1CCN(C(=O)Cc2cccc(OC)c2)CC1
→ 2%, -30%, -2, i, 8%, 4%, -7%
Cc1cccc(NC(=O)CN2C(=O)CCn3nc(-c4cccn4C)cc32)c1C
→ 3%, nt, -5, nt, 1%, nt, nt
COc1ccccc1CNC(=O)Cn1ncn2c(cc3sccc32)c1=O
→ -14%, nt, -9, nt, 13%, nt, nt
O=c1n(-c2ccncc2)nc2n1CCN(Cc1ccc(OC(F)(F)F)cc1)C2
→ ?, i, -5, ?, 0%, 22µM*, -2%
O=C(CSCc1ccccc1Cl)N1CCN(c2ccc(Cl)cc2)CC1
→ 19%, nt, -11, nt, 10%, nt, nt
Cc1cccc(C)c1OCCn1c(C2CC(=O)N(c3cccc(Cl)c3)C2)nc2ccccc21 (stereo not given)
→ ?, nt, 7, nt, -17%, nt, nt
O=C1CC(c2ccccc2)N(Cc2ccncc2)CCCN(C(=O)COc2ccccc2)CCN1 (stereo not given)
→ -3%, i, 14, -20%, 8%, -4%, -4%
CCc1noc(-c2cn(C3CCCN(C(=O)c4ccc(C)s4)C3)nn2)n1 (stereo not given)
→ 1%, i, 0, -23%, 8%, -16%, -11%
CN1C(=O)CC[C@]2(C(=O)NCc3cccc(Cl)c3)CCCC[C@@H]12
→ 6%, 1%, 1, -6%, 1%, -15%, 3%
CCCNC(=O)N1CCCCCCNC(=O)[C@@H]2C[C@@H](c3nc(-c4cccnc4)no3)C[C@@H]21
→ -24%, -10%, 14, -27%, 7%, i, -2%
Cc1ccc(NC(=O)Cn2c(-c3ccc(Cl)cc3)nc(C)c(CCO)c2=O)cc1
→ -3%, i, -7, ?, -18%, 32µM*, 3%
O=C1CCCN1CCCN1C(=O)[C@@H]2C[C@@H](O)CN2C2(CN(C3Cc4ccccc4C3)C2)C1=O
→ 12%, -10%, -5, -3%, 2%, 2%, -4%

# (cont.)
# The line under a structure holds: SNCA expr inhib, GPT2 inh, IP6K1 inhibitor, NIH3T3 tox, SNCA viab count, HEK293 tox, FLuc inh
COCCNC(=O)C1COC2(CCN(C(=O)c3ccccc3F)CC2)N1C(=O)c1cccc(OC)c1 (stereo not given)
→ -1%, -9%, -1, -8%, ?, -13%, -6%
COc1cc(Cl)c(C)cc1NC(=O)c1nn(-c2ccc(C)cc2)c(=O)n(C)c1=O
→ 1%, nt, -1, nt, 7%, nt, nt
Cc1c(Cl)cccc1NC(=O)C1CCN(c2ncnc3c2nc2n3CCCCC2)CC1
→ 29%, nt, -8, nt, 16%, nt, nt
Cc1ccc(S(=O)(=O)Cc2ccc(C(=O)N3CCN(c4cccc(C)c4C)CC3)o2)cc1
→ ?, nt, -2, nt, -13%, nt, nt
CCOc1ccc(-c2nnc(Nc3ccc(S(N)(=O)=O)cc3)c3ccccc23)cc1
→ 5%, nt, -22, nt, -4%, nt, nt
COc1cccc(NC(=O)c2sc3nc4n(c(=O)c3c2C)CCC4)c1
→ 28%, nt, -6, nt, 2%, nt, nt
COc1ccc2[nH]cc(CCNC(=O)C3Cn4cccc4C(=O)N3Cc3ccccc3)c2c1 (stereo not given)
→ -3%, i, -3, -21%, -21%, -14%, -7%
CNC(=O)c1cc[nH]c1C1CCCN(C(=O)c2cc(C)n(CCOC)c2C)C1 (stereo not given)
→ 7%, i, 31, -30%, 5%[12.5 µM], -5%, 3%
CNC(=O)N1CCC(n2c(C)cnc2C2CC2)CC1
→ -5%, ?, 24, -18%, -4%, 2%, -1%
COc1cccc([S+](=O)([O-])N2CCC(c3nnc4n3C(C(=O)O)CC4)CC2)c1 (stereo not given)
→ -12%, -27%, -5, -1%, 3%, -3%, nt
O=C(NCCCN1CCN(c2ccccc2F)CC1)c1ccc2nc(N3CCCCC3)sc2c1
→ 122%[activator], nt, -13, nt, 6%, nt, nt
CC1(CCCCc2ccccc2)COc2ccc(C(=O)N3CCOCC3)cc2N1 (stereo not given)
→ ?, ?, -9, ?, 2%[87.6 µM], ?, -3%[172 µM]

# An excerpt of these results, as tab-separated lines:
Compound	SNCA expr inhib	GPT2 inh	IP6K1 inhibitor	NIH3T3 tox	SNCA viab count	HEK293 tox	FLuc inh
COCCNC(=O)C1COC2(CCN(C(=O)c3ccccc3F)CC2)N1C(=O)c1cccc(OC)c1 (stereo not given)	-1%	-9%	-1	-8%	?	-13%	-6%
Cc1ccc(S(=O)(=O)Cc2ccc(C(=O)N3CCN(c4cccc(C)c4C)CC3)o2)cc1	?	nt	-2	nt	-13%	nt	nt
